High-throughput results (PubChem BioAssay)
AID2073 = disruptors of CaV2.2 binding to Mint1 – biochemical, HTRF (AID 2073); inhibition, % at 20 µM; hits with a dose series show IC50 in µM; hit rate 0.19% among 290,000; HTRF protein-protein interaction, Mint1-CaV2.2; higher % means a stronger effect; in the data active = inhibition mostly above about 51%, no sharp cut-off; note: some results filed as inactive read as strong as hits
MT stabilize HCS = microtubule stabilizers in HeLa cells; % tubulin-high responders, % at 10 µM; HeLa tubulin immunostaining HCS, 24 h; share of cells brighter than vehicle mean+2SD; hit rate 0.83% among 200,000;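 active = plate Z-score above 3 for both tubulin-high and condensed-nucleus cell shares, with cell loss under 80%, at 10 µM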;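 note: anti alpha tubulin signal scored within the nucleus-defined area of each cell; some results filed as inactive read as strong as hits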
WT yeast gro inh = growth inhibition of WT yeast, mitochondrial fusion screen; mitochondrial fusion phenotypic screen, WT strain; inhibition, % at 10 µM; hit rate 2.1% among 190,000; in the data active = inhibition above about 58%; tested in S. cerevisiae
b-catenin transl = alters nuclear translocation of beta-catenin in HeLa cells. immunofluorescence imaging. nuclear translocation activity, % at 5 µM. hit rate 0.3% among 190,000;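 active = nuclear translocation activity above 50% at 5 µM, with a well cell count of 50 or more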;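 note: per-cell ratio of nuclear to cytoplasmic median beta-catenin stain intensity; plate controls were DMSO negative control for no effect and GSK-3 inhibitor IX positive control for full effect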
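test system = HeLa cells, endogenous beta-catenin | dosing = single 5 µM dose plus 0.02–20 µM confirmation series | times = compound treatment 24 h, 37°C, 5% CO2 | technique = beta-catenin immunofluorescence imaging with DAPI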
Yfh1-off respiration = mitochondrial function rescue without frataxin homolog – Friedreich's ataxia, plus single-dose screen, dose response (AID 1465). hit rate 0.074% among 220,000. S. cerevisiae Yfh1-off respiration, WST-1 reduction, 72 h; higher fold induction means a stronger effect. fold induction at 50 µM; hits with a dose series show EC50 in µM;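 active = fold induction of absorbance versus untreated yeast above a set limit, then at least 30% activation at any dose in follow-up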;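 note: activators that raise dye reduction in frataxin-depleted yeast; strong numbers were not always called active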
Ins promoter up = MIN6 insulin promoter up-regulation | MIN6 insulin promoter-GFP reporter, high-content imaging; active compounds read high | z-score at 5 µM | hit rate 0.3% among 190,000 | AID 1625;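 active = z-score above 3 at 5 µM with at least 500 cells counted in the well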
Dynein transport = blocks dynein driven cargo transport along microtubules | AID 1381 | 3617.4 mouse cells, GR-EGFP nuclear translocation imaging; test concentration mostly 20 µM; stimulated with dexamethasone, 1 µM; active compounds read low | hit rate 0.47% among 220,000 | z-score, hits read low;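 active = plate z-score of nuclear minus cytoplasmic receptor signal below a set negative limit, without overly bright fluorescence or cell loss, cut at about -3.5 in these data, passing the limit was not always enough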;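 note: z-score of nuclear minus cytoplasmic ring GR-EGFP intensity difference per well; some compounds called inactive have numbers as strong as hits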
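Buffer or medium: tetracycline-free induction medium containing charcoal-stripped FBS / Reagent: dexamethasone agonist, 1.0 µM final, for 30 min / Technique: automated 10x imaging of fixed Hoechst-stained cells / Times: induction 48 h, compound 1 h, agonist 30 min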
Autophagy HCS = modulators of autophagy; MEF GFP-LC3 puncta imaging; test concentration mostly 10 µM; calls only at 10 µM (by protocol); hit rate 0.98% among 190,000;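 active = percentage of spot-positive cells more than 3 SD above its plate mean, without a fluorescence outlier flag or 80% toxicity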;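 note: spot-positive cell cutoff set from DMSO-treated cells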
HIV peptide binding = inhibitors of HIV fusion peptide binding, primary screen, biochemical, uHTS, fluorescence dequenching (AID 1986); cell-free peptide binding, fluorescence dequenching, 30 min; higher % means a stronger effect; one-dose inhibition, % at 20 µM; IC50 in µM for titrated hits; hit rate 0.3% among 290,000; in the data active = inhibition mostly above about 52%, no sharp cut-off; inactive = mostly below about 76%; note: some results filed as inactive read as strong as hits
WT yeast gro inh mutant strain = also measured in WT yeast gro inh; calls as there; inhibition, %; mitochondrial fusion phenotypic screen, mutant strain inhibition
Dynein transport cytoplasmic EGFP = recorded beside Dynein transport, whose call it bears; z-score; measured here: cytoplasmic GR-EGFP intensity; active compounds read high
Dynein transport nuclear GR-EGFP = second read-out of Dynein transport, no call of its own (marks repeat the call); z-score; measured here: nuclear GR-EGFP intensity;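 lower value marks the stronger effect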
Dynein transport cell count = further read-out of Dynein transport, marked with its call; z-score; measured here: cell count per field
Ins promoter up cell count = second read-out of Ins promoter up, no call of its own (marks repeat the call); cell count; measured here: cytotoxicity, nuclei count;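 total cells summed across four imaged fields per well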
b-catenin transl cell count 5 µM = second read-out of b-catenin transl, no call of its own (marks repeat the call); cell count; measured here: cell count, cytotoxicity flag
MT stabilize HCS Hoechst-high % = recorded beside MT stabilize HCS, whose call it bears; % Hoechst-high responders; measured here: nuclear condensation Hoechst responders;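 share of cells brighter than vehicle mean plus two SD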
MT stabilize HCS cytotoxicity % = also measured in MT stabilize HCS; calls as there; toxicity, %; measured here: cytotoxicity by cell density;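 0% = mean cell density of plate MIN control wells and 100% = no cells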
Autophagy HCS cell loss 18 h = further read-out of Autophagy HCS, marked with its call; toxicity, %; measured here: cell loss, nuclei count;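 cell loss after 18 h compound exposure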
* marks the source's active call; other numbers are inactive results.

How did O=C(Nc1ccc(F)cc1F)c1c(C(F)(F)F)ccnc1Oc1ccc(Cl)cc1 do in these assays?
AID2073: 0%; b-catenin transl: -1.5; Yfh1-off respiration: inactive; Ins promoter up: 0.83; Dynein transport: 0.6; HIV peptide binding: -0.6%; Dynein transport cytoplasmic EGFP: -0.25; Dynein transport nuclear GR-EGFP: 0.14; Dynein transport cell count: 0.0033; Ins promoter up cell count: 1522; b-catenin transl cell count 5 µM: 1376

Results for Cc1ccc(NC(=O)c2ccccc2OCC(=O)c2ccccc2)cc1 ?
AID2073: 0%; MT stabilize HCS: 2.1; WT yeast gro inh: 3; b-catenin transl: -2.3; Yfh1-off respiration: inactive; Ins promoter up: 0.11; Dynein transport: 1.2; Autophagy HCS: inactive; HIV peptide binding: -0.5%; WT yeast gro inh mutant strain: -5; Dynein transport cytoplasmic EGFP: 0.32; Dynein transport nuclear GR-EGFP: 0.92; Dynein transport cell count: -1.2; Ins promoter up cell count: 828; b-catenin transl cell count 5 µM: 1180; MT stabilize HCS Hoechst-high %: 1.9; MT stabilize HCS cytotoxicity %: 6.8; Autophagy HCS cell loss 18 h: -15

What do the screens show for `COc1ccc(C(CC(=O)N2CCCCC2)c2c(OC)cc(OC)c3c(-c4ccccc4)cc(=O)oc23)cc1` (stereo not drawn)?
AID2073: 33%; b-catenin transl: -1.8; Yfh1-off respiration: inactive; Dynein transport: -0.88; HIV peptide binding: 5.2%; Dynein transport cytoplasmic EGFP: 0.045; Dynein transport nuclear GR-EGFP: -0.27; Dynein transport cell count: 0.19; b-catenin transl cell count 5 µM: 1196

How did Cc1ccc(S(=O)(=O)N2c3ccccc3-c3c(ssc3=S)C2(C)C)cc1 do in these assays?
AID2073: -11%; MT stabilize HCS: 6.9; WT yeast gro inh: 34; b-catenin transl: -0.3; Yfh1-off respiration: inactive; Ins promoter up: -0.45; Dynein transport: -0.61; Autophagy HCS: inactive; HIV peptide binding: -0.6%; WT yeast gro inh mutant strain: 8; Dynein transport cytoplasmic EGFP: -0.2; Dynein transport nuclear GR-EGFP: -0.028; Dynein transport cell count: 0.37; Ins promoter up cell count: 1519; b-catenin transl cell count 5 µM: 1051; MT stabilize HCS Hoechst-high %: 44; MT stabilize HCS cytotoxicity %: 27; Autophagy HCS cell loss 18 h: -4

How did CCNC(=S)NNC(=O)c1csc2c1CCCC2 do in these assays?
AID2073: -39%; MT stabilize HCS: 3.3; WT yeast gro inh: -3; b-catenin transl: 1.2; Yfh1-off respiration: inactive; Ins promoter up: -0.6; Dynein transport: -0.3; Autophagy HCS: inactive; HIV peptide binding: 0.1%; WT yeast gro inh mutant strain: 1; Dynein transport cytoplasmic EGFP: -0.053; Dynein transport nuclear GR-EGFP: 0.33; Dynein transport cell count: 1; Ins promoter up cell count: 1562; b-catenin transl cell count 5 µM: 1335; MT stabilize HCS Hoechst-high %: 2.5; MT stabilize HCS cytotoxicity %: 0.4; Autophagy HCS cell loss 18 h: 14

What do the screens show for `COc1cccc(CC2(CO)CCCN(Cc3ccc4c(c3)OCCO4)C2)c1` (stereo not drawn)?
AID2073: 8%; MT stabilize HCS: 3.2; WT yeast gro inh: 2; b-catenin transl: -1.6; Yfh1-off respiration: inactive; Ins promoter up: -0.82; Dynein transport: -0.22; Autophagy HCS: inactive; HIV peptide binding: 1.2%; WT yeast gro inh mutant strain: -5; Dynein transport cytoplasmic EGFP: 0.053; Dynein transport nuclear GR-EGFP: -0.26; Dynein transport cell count: 0.6; Ins promoter up cell count: 1479; b-catenin transl cell count 5 µM: 1048; MT stabilize HCS Hoechst-high %: 2.2; MT stabilize HCS cytotoxicity %: 6.9; Autophagy HCS cell loss 18 h: 1

What do the screens show for `COc1ccc(C(=O)CN2CCN(S(=O)(=O)c3cccc([N+](=O)[O-])c3)CC2)cc1OC`?
AID2073: -7%; MT stabilize HCS: 2.3; WT yeast gro inh: 0; b-catenin transl: -0.2; Yfh1-off respiration: inactive; Ins promoter up: -0.13; Dynein transport: -0.053; Autophagy HCS: inactive; HIV peptide binding: 0.1%; WT yeast gro inh mutant strain: -13; Dynein transport cytoplasmic EGFP: -0.21; Dynein transport nuclear GR-EGFP: -0.07; Dynein transport cell count: 0.23; Ins promoter up cell count: 1520; b-catenin transl cell count 5 µM: 1106; MT stabilize HCS Hoechst-high %: 2.0; MT stabilize HCS cytotoxicity %: 5.2; Autophagy HCS cell loss 18 h: 32

What do the screens show for `CCOC(=O)CSc1ncnc2c1c(-c1ccccc1)cn2-c1ccc(OC)cc1`?
AID2073: 10%; MT stabilize HCS: 4.5; WT yeast gro inh: -8; b-catenin transl: -1.4; Ins promoter up: -0.45; Dynein transport: 0.33; Autophagy HCS: inactive; HIV peptide binding: -0.5%; WT yeast gro inh mutant strain: -4; Dynein transport cytoplasmic EGFP: -0.22; Dynein transport nuclear GR-EGFP: -0.037; Dynein transport cell count: -0.16; Ins promoter up cell count: 1419; b-catenin transl cell count 5 µM: 1108; MT stabilize HCS Hoechst-high %: 2.0; MT stabilize HCS cytotoxicity %: 4.6; Autophagy HCS cell loss 18 h: 3

How did Cc1c(C#N)c(NC(=O)c2ccccc2)n(Cc2ccccc2)c1C do in these assays?
AID2073: 5%; MT stabilize HCS: 2.1; WT yeast gro inh: 7; b-catenin transl: 1.1; Yfh1-off respiration: inactive; Ins promoter up: -0.01; Dynein transport: -0.29; Autophagy HCS: inactive; HIV peptide binding: 2.8%; WT yeast gro inh mutant strain: 15; Dynein transport cytoplasmic EGFP: -0.16; Dynein transport nuclear GR-EGFP: -0.46; Dynein transport cell count: 0.34; Ins promoter up cell count: 1848; b-catenin transl cell count 5 µM: 1070; MT stabilize HCS Hoechst-high %: 1.0; MT stabilize HCS cytotoxicity %: 0.3; Autophagy HCS cell loss 18 h: -6

What do the screens show for `CCOC(=O)C1CCCN(S(=O)(=O)c2ccc(OC)c3ccccc23)C1` (stereo not drawn)?
AID2073: 1%; MT stabilize HCS: 11*; WT yeast gro inh: 13; Yfh1-off respiration: inactive; Ins promoter up: 0.41; Dynein transport: -1.3; Autophagy HCS: inactive; HIV peptide binding: -0.8%; WT yeast gro inh mutant strain: 3; Dynein transport cytoplasmic EGFP: -0.27; Dynein transport nuclear GR-EGFP: -0.34; Dynein transport cell count: 0.51; Ins promoter up cell count: 1212; MT stabilize HCS Hoechst-high %: 3.9*; MT stabilize HCS cytotoxicity %: 12*; Autophagy HCS cell loss 18 h: 6

Results for CCOc1ccccc1N/C(=C(/C(Cl)=C(Cl)Cl)[N+](=O)[O-])n1cncn1 ?
AID2073: -5%; MT stabilize HCS: 1.5; WT yeast gro inh: 3; Yfh1-off respiration: inactive; Ins promoter up: 0.15; Dynein transport: 0.33; Autophagy HCS: inactive; HIV peptide binding: 3.9%; WT yeast gro inh mutant strain: 6; Dynein transport cytoplasmic EGFP: -0.42; Dynein transport nuclear GR-EGFP: 0.11; Dynein transport cell count: 0.52; Ins promoter up cell count: 883; MT stabilize HCS Hoechst-high %: 1.2; MT stabilize HCS cytotoxicity %: 9.2; Autophagy HCS cell loss 18 h: 5

Results for CCCCc1ccc(NC=C2C(=O)OC3(CCCCC3)OC2=O)cc1 ?
AID2073: 19%; MT stabilize HCS: 1.6; WT yeast gro inh: 20; b-catenin transl: -1.8; Yfh1-off respiration: inactive; Ins promoter up: -0.27; Dynein transport: 0.77; Autophagy HCS: inactive; HIV peptide binding: -2.0%; WT yeast gro inh mutant strain: -5; Dynein transport cytoplasmic EGFP: 0.08; Dynein transport nuclear GR-EGFP: 0.61; Dynein transport cell count: -0.19; Ins promoter up cell count: 945; b-catenin transl cell count 5 µM: 1076; MT stabilize HCS Hoechst-high %: 1.2; MT stabilize HCS cytotoxicity %: 8.0; Autophagy HCS cell loss 18 h: -4

What do the screens show for `O=C(Cn1ncc2c(=O)oc3ccccc3c21)N1CCC(N2CCCCC2)CC1`?
AID2073: -7%; MT stabilize HCS: 3.4; WT yeast gro inh: 5; b-catenin transl: 0.8; Yfh1-off respiration: inactive; Ins promoter up: 1.9; Dynein transport: -0.92; Autophagy HCS: inactive; HIV peptide binding: -2.2%; WT yeast gro inh mutant strain: 1; Dynein transport cytoplasmic EGFP: -0.19; Dynein transport nuclear GR-EGFP: -0.12; Dynein transport cell count: 1.1; Ins promoter up cell count: 1839; b-catenin transl cell count 5 µM: 1114; MT stabilize HCS Hoechst-high %: 3.1; MT stabilize HCS cytotoxicity %: 4.1; Autophagy HCS cell loss 18 h: -8

How did CN1C2C=C3C(C#N)=C(N)C(C#N)(C#N)[C@@H](c4ccc(Cl)cc4)[C@@H]3C1CC2 (stereo partly drawn) do in these assays?
AID2073: 1%; MT stabilize HCS: 4.6; WT yeast gro inh: -16; b-catenin transl: -1.1; Yfh1-off respiration: inactive; Ins promoter up: -0.65; Dynein transport: -0.023; Autophagy HCS: inactive; HIV peptide binding: -1.1%; WT yeast gro inh mutant strain: 16; Dynein transport cytoplasmic EGFP: -0.11; Dynein transport nuclear GR-EGFP: 0.3; Dynein transport cell count: -0.78; Ins promoter up cell count: 1551; b-catenin transl cell count 5 µM: 957; MT stabilize HCS Hoechst-high %: 2.7; MT stabilize HCS cytotoxicity %: 6.0; Autophagy HCS cell loss 18 h: 19

How did CCN(CC)CCCN1C(=O)C(O)=C(C(=O)c2sc(C)nc2C)C1c1ccc(C)o1 (stereo not drawn) do in these assays?
AID2073: -2%; b-catenin transl: -0.4; Ins promoter up: 0.97; HIV peptide binding: -1.1%; Ins promoter up cell count: 1413; b-catenin transl cell count 5 µM: 665

Rows were taken by chance; about 4.2% have a hit in one of these screens.
